Compound activity (PubChem)
GAA inhib = blocks human lysosomal alpha-glucosidase. AID 1466. P10253. 200,000 tested, 0.005% active. purified human GAA, 4-MU-alpha-glucoside fluorescence. Potency, µM (highest dose often 76.9 µM), for the others: at the highest dose activity change, negative = inhibition, hits mostly inhibitors;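 note: plate controls were uninhibited enzyme wells for no effect and no-enzyme background for full effect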
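Enzyme (4 nM final) mixed with compound (up to 77 uM), then 4-MU-alpha-D-pyranoside (400 uM final) added; 20 min at room temperature, pH 5.0. Reaction stopped at pH 10, fluorescence read, AC50 derived by Hill fit.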
GAA glycogen = inhibitors or activators of human alpha-glucosidase glycogen cleavage. P10253. recombinant GAA, glycogen substrate, Amplex Red glucose oxidase fluorescence. Potency, µM (top dose mostly 76.4 µM), inactives show at the top dose activity change, negative = inhibition, hits mostly inhibitors. 300,000 tested, 0.38% active. AID 2100;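 note: 0% = full enzyme reaction and -100% = no-enzyme basal signal; the screen sought inhibitors and activators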
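Recombinant human enzyme (4 nM); glycogen substrate; 37 C, 40 min, pH 5.0. Readout: coupled glucose oxidase/Amplex Red fluorescence.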
Tau fluor counter = counter-screen for tau fibril formation inhibitors; 280,000 tested, 0.93% active; tau K18 P301L Alexa594 fluorescence, heparin fibrillization; Potency, µM (doses to about 57.7 µM), for inactives: at the highest dose activity change, negative = decrease; note: % is set by controls: 0 for no effect and ±100 for the full control effect; nearly all actives have a fitted effect of over 55% in size
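Human tau K18 P301L (15 uM unlabeled, 0.24 uM Alexa 594-labeled) in 100 mM sodium acetate pH 7 with 20 uM heparin, 6 hr at 37 C. ThT 30 uM added, 1 hr ambient; Alexa 594 FP and total fluorescence read at 555/632 nm.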
GAA spleen mod = inhibits or activates alpha-glucosidase in human spleen homogenate | AID 2112 | P10253 | 240,000 tested, 0.006% active | human spleen homogenate, 4-MU-alpha-glucoside fluorescence | Potency, µM (highest dose often 79.9 µM), for inactives: at the top dose activity change, negative = inhibition, hits mostly inhibitors;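 note: 0% = enzyme with vehicle and -100% = no enzyme basal signal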
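Compounds were titrated against alpha-glucosidase in spleen homogenate at pH 5.0, with 1 mM 4-methylumbelliferyl substrate for 40 min at 37 C. Reactions were quenched with pH 10 NaOH/glycine and fluorescence measured.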
HTT cytoprotect = cytoprotection in Huntington HTT-Q103 PC12 cell model; PC12 HTT-Q103 induced, cytoprotection, ATP luminescence, 40 h; Potency, µM (top dose mostly 56.4 µM), without a hit: cytoprotection (ATP increase), usual class: activators; 230,000 tested, 0.14% active;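 note: % of control where 0% means no effect; nearly all actives have a fitted effect of over 45% in size; toxic huntingtin expression switched on by the ecdysone agonist tebufenozide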
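Stable PC12 Q103-GFP cells in serum-supplemented, phenol red-free DMEM; induction by tebufenozide at 100 nM final; compound dose series; cell viability quantified luminescently from ATP.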
aGal spleen mod = alpha-galactosidase A (human) modulation; P06280; human spleen homogenate, 4MU-alpha-Gal fluorescence, 40 min; Potency, µM (series often up to 80 µM), for the others: at the top dose activity change, negative = inhibition, most hits filed as inhibitors; 240,000 tested, 0.008% active; AID 2107;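 note: 0% = enzyme with vehicle and -100% = no enzyme basal signal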
Target sequence (P06280 32-429 limits assumed): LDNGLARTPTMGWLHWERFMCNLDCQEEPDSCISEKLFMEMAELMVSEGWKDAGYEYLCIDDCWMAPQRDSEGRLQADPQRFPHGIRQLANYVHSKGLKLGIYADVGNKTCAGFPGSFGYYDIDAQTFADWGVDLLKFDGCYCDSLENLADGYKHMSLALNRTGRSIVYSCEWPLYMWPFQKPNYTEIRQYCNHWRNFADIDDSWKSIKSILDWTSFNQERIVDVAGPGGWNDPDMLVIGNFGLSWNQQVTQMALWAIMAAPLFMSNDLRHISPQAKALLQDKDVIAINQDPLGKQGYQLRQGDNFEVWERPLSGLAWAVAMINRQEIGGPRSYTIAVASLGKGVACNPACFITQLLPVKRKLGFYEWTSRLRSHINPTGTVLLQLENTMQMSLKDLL
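qHTS titration in buffer at pH 5.0. Alpha-galactosidase activity in spleen homogenate was measured via 4-methylumbelliferone release from 1 mM fluorogenic substrate after 40 min at 37C and a pH 10 stop. AC50 came from Hill fits of control-normalized data.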
Tau FP inhib = tau fibrillization inhibition (FP) | P10636 | K18 P301L tau heparin fibrillization, Alexa594 FP, 6 h | Potency, µM (titrated, usually from 57.7 µM), for inactives: at the top dose activity, negative = inhibition, usual class: inhibitors | 280,000 tested, 0.39% active | AID 1468; note: % is set by controls: 0 for no effect and ±100 for the full control effect; nearly all actives have a fitted effect of over 55% in size
Target sequence (P10636 561-689 P618L limits assumed): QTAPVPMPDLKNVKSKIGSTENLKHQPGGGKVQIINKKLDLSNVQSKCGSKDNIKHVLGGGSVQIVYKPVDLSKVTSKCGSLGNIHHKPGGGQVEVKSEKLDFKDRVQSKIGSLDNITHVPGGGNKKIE
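Human K18 P301L fragment (15 uM unlabeled plus 0.24 uM Alexa 594-labeled) in 100 mM sodium acetate pH 7 with compound, aggregation induced by 20 uM heparin for 6 hr at 37 C. ThT (30 uM) added for 1 hr, then Alexa 594 FP read.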
Tau ThT inhib = inhibitors of human tau fibril formation, thioflavin T binding; recombinant tau K18 P301L (four-repeat tau fragment), heparin-induced fibrillization, ThT fluorescence; AID 1460; P10636; Potency, µM (series often up to 57.4 µM), for inactives: at the top dose activity, negative = inhibition, most hits filed as inhibitors; 270,000 tested, 2.1% active; note: % is set by controls: 0 for no effect and ±100 for the full control effect; nearly all actives have a fitted effect of over 55% in size
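Aggregation was driven by heparin (20 uM final) acting on recombinant tau […] bearing P301L in 100 mM sodium acetate pH 7; fibrils were detected with Thioflavin T.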
An asterisk follows results filed as active; ? = inconclusive; . = no result given; [ ] = remark or other dose. Calls come from the whole dose curve; as a rule, active = well fitted curve in the direction sought with a large enough effect; inconclusive = small, poorly fitted or top-dose-only effect, or another doubt; inactive = no such curve, though single readings can be large; an effect the other way counts as inactive or inconclusive. Potency is the fitted concentration of half-maximal effect.

Compound | GAA inhib | GAA glycogen | Tau fluor counter | GAA spleen mod | HTT cytoprotect | aGal spleen mod | Tau FP inhib | Tau ThT inhib
COc1cc(-c2nc(-c3cccc(C(F)(F)F)c3)no2)cc(OC)c1OC | ? | 1.5% | -22.5% | 3.8% | 7.5%[10 µM] | -3.1% | -4.7% | -18.2%
CCCCOc1ccccc1P(=O)(O)CP(=O)(c1ccccc1)c1ccccc1 | 5.4% | 2.0% | 4.8% | -1.5% | -22.4% | 8.4% | 7.6% | 1.3%
Nc1nc(-c2ccccc2)c(C(=O)Nc2ccccc2)s1 | -4.8% | -6.9% | -10.9% | 2.9% | 0.4%[10 µM] | -2.6% | -7.4% | -3.0%
O=C(Nc1cccc(C(=O)O)c1)/C(=C/c1ccc([N+](=O)[O-])cc1)NC(=O)c1ccccc1 | -0.8% | 4.3% | 9.5% | -1.5% | 11.1% | -1.6% | 4.1% | -2.0%
COc1ccccc1N=C1SC(C(=O)Nc2cccc(Cl)c2Cl)C(N)=C1C(N)=O (stereo unspecified) | . | -20.8% | 17.8µM*[quencher] | -0.3% | 6.6%[10 µM] | 10.0% | ? | 25.1µM*
C=CCSc1nnc(CCCCCN2C(=O)c3cccc4cccc(c34)C2=O)o1 | -5.3% | -6.9% | -9.4% | -17.3% | 11.5%[10 µM] | 12.2% | 8.0% | -20.9%
CCCC(=O)OCC(=O)Nc1ccc([N+](=O)[O-])cc1C#N | . | -0.3% | -15.9% | -5.2% | 1.1%[10 µM] | 4.4% | 3.4% | -17.1%
COc1ccccc1OCC(=O)OCC(=O)NCCN1C(=O)CSC1=O | -9.6% | 1.3% | 0.6% | -3.5% | -0.4%[10 µM] | -7.5% | 4.5% | -4.2%
Cc1ccc(NC(=O)c2cc3c(s2)CCC3)cc1S(=O)(=O)N1CCOCC1 | -5.3% | -7.2% | ? | 2.4% | -20.2% | 5.2% | -7.5% | -6.2%
CCOC(=O)N1CCN(C(=O)c2ccc3c(=O)n(Cc4ccc(Cl)cc4)c(=S)[nH]c3c2)CC1 | -12.7% | 0.5% | -26.1% | 1.1% | 6.0%[0.074 µM] | 0.4% | ? | -6.9%
COc1ccc(CCC(=O)Nc2cc(S(C)(=O)=O)ccc2Cl)cc1 | 0.3% | 1.9% | 2.1% | 5.2% | -5.8% | -2.8% | 6.8% | -1.0%
COc1cc(CNc2ccccc2Oc2cc(=O)n(C)c(=O)n2C)cc(OC)c1OC | ? | 6.9% | -6.4% | -5.7% | -26.9% | -3.1% | 3.0% | 0.0%
Cc1cc(NC(=O)CSc2nc3ccccc3n2CC(=O)N2CCC(C)CC2)no1 | -3.3% | 4.1% | -1.8% | -4.4% | -13.2%[10 µM] | 1.3% | -3.5% | 2.8%
COc1ccc(OC2C(=O)N(CCc3ccc(OC)c(OC)c3)C2c2ccc3c(c2)OCO3)cc1 (stereo unspecified) | -0.6% | -5.2% | -18.6% | -27.7% | 2.6%[10 µM] | -1.8% | -2.4% | -12.5%
CC(C)(C)NC(=O)C(c1ccco1)N(Cc1ccc2c(c1)OCO2)C(=O)Cn1nnc2ccccc21 (stereo unspecified) | -10.5% | 2.9% | -10.6% | -9.3% | -11.6% | -6.0% | -5.2% | -15.2%
O=C(Cc1ccccc1)NC(=S)Nc1cc(C(F)(F)F)ccc1Cl | -6.6% | -4.9% | -6.2% | 0.1% | -8.5% | 5.7% | -4.2% | 2.3%
O=S(=O)(Oc1ccccc1N1CCCCC1)c1ccccc1 | -6.6% | -6.5% | -22.1% | -3.0% | 5.0%[10 µM] | 2.0% | 1.7% | -7.1%
CCc1ccc(N(C(=O)c2csnn2)C(C(=O)NCc2ccccc2)c2ccco2)cc1 (stereo unspecified) | -10.5% | 10.6% | -8.6% | -25.8% | -15.3% | -19.3% | 7.2% | -3.3%
COc1ccc2c(c1)c1nnc(SCC(=O)N3CCCCC3C)nc1n2C (stereo unspecified) | -0.3% | 2.1% | -5.9% | -0.5% | -3.3%[10 µM] | -5.5% | -4.9% | -17.9%
CS(=O)(=O)c1sc(C#N)c2c1C(=O)CC(c1ccccc1)C2 (stereo unspecified) | 1.1% | -9.1% | -0.2% | 2.2% | -74.0%[inhibitor][10 µM] | 7.1% | 4.4% | -1.6%
Cc1cccc(NC(=O)c2cccc(C(F)(F)F)c2)c1 | -6.8% | -12.1% | -17.5% | -1.7% | 1.5% | -1.2% | -3.8% | -2.0%
CCOC(=O)c1cc(-c2ccccc2)n(CC(=O)Nc2cccc(OC)c2)c1C | 2.7% | -2.3% | -13.7% | 1.5% | -17.3%[10 µM] | 2.1% | -9.2% | 21.7%
Cc1ccccc1-c1nc(-c2ccc(NC(=O)c3ccc(Br)o3)cc2)no1 | 1.6% | -5.9% | -19.6% | 5.2% | 9.4%[10 µM] | 8.6% | -7.3% | ?
O=C(CSc1ncc(-c2ccc(F)cc2)[nH]1)Nc1cccc(O)c1 | 3.9% | -0.2% | -28.2% | 0.8% | -24.3%[10 µM] | 0.2% | -0.4% | -10.7%
COc1ccc2oc(-c3ccc(C)c(NC(=O)c4ccc(N5CCOCC5)c([N+](=O)[O-])c4)c3)nc2c1 | -4.0% | -3.6% | -9.8% | 4.2% | -12.0% | 1.2% | ? | -14.6%
O=C(O)C(Cc1ccc(O)cc1)N1C(=O)C2CCCCC2C1=O (stereo unspecified) | . | 2.8% | -5.2% | 0.7% | -3.6%[10 µM] | -2.1% | -1.9% | -2.4%
Cc1ccc(N2CC(C(=O)N/N=C/c3cccc([N+](=O)[O-])c3)CC2=O)cc1 (stereo unspecified) | -3.3% | 1.7% | -25.3% | 3.0% | 30.3%[10 µM] | 6.8% | 2.2% | -17.1%
O=S(=O)(c1ccc(-c2nnc(SCc3nnc(-c4ccccc4)o3)o2)cc1)N1CCCC1 | ? | 0.1% | -8.2% | -3.7% | -14.6% | -1.9% | -3.8% | -5.2%
O=C(COC(=O)C1(c2ccccc2F)CCCC1)NC1CCS(=O)(=O)C1 (stereo unspecified) | 10.8% | 0.8% | -1.8% | -12.7% | -19.9% | -9.9% | 1.2% | 2.2%
Cc1n[nH]c(=S)n(NC(=O)/C=C/C(=O)Nn2c(=S)[nH]nc(C)c2=O)c1=O | -0.8% | -24.2% | -5.6% | -7.9% | 5.3% | -3.0% | -7.2% | ?

A few values from the list:
Tau FP inhib with CC(C)(C)NC(=O)C(c1ccco1)N(Cc1ccc2c(c1)OCO2)C(=O)Cn1nnc2ccccc21 (stereo unspecified) = -5.2%
Tau fluor counter with Cc1cccc(NC(=O)c2cccc(C(F)(F)F)c2)c1 = -17.5%
aGal spleen mod with O=C(O)C(Cc1ccc(O)cc1)N1C(=O)C2CCCCC2C1=O (stereo unspecified) = -2.1%
Tau fluor counter with COc1cc(-c2nc(-c3cccc(C(F)(F)F)c3)no2)cc(OC)c1OC = -22.5%

Profiles, quoted from the list. Order of screens: GAA inhib	GAA glycogen	Tau fluor counter	GAA spleen mod	HTT cytoprotect	aGal spleen mod	Tau FP inhib	Tau ThT inhib
`CS(=O)(=O)c1sc(C#N)c2c1C(=O)CC(c1ccccc1)C2` (stereo unspecified) as listed: 1.1%	-9.1%	-0.2%	2.2%	-74.0%[inhibitor][10 µM]	7.1%	4.4%	-1.6%
`CCOC(=O)c1cc(-c2ccccc2)n(CC(=O)Nc2cccc(OC)c2)c1C` as listed: 2.7%	-2.3%	-13.7%	1.5%	-17.3%[10 µM]	2.1%	-9.2%	21.7%

Next part.
Compound | GAA inhib | GAA glycogen | Tau fluor counter | GAA spleen mod | HTT cytoprotect | aGal spleen mod | Tau FP inhib | Tau ThT inhib
CCCc1cc(=O)[nH]c(SCC(=O)N2CCN(S(=O)(=O)c3ccccc3)CC2)n1 | -26.0% | -22.4% | -8.8% | -26.1% | 13.8%[10 µM] | -5.0% | 10.5% | -5.1%
Cc1nnn(C23CC4CC(CC(C4)C2)C3)n1 | -0.1% | 1.3% | 6.9% | -2.5% | -15.1% | -4.3% | -0.4% | 7.3%
COc1ccc(CCN2C(=O)N(c3ccc(F)cc3)C(=O)C2CC(=O)Nc2ccc(F)c(F)c2)cc1 (stereo unspecified) | . | -10.7%[76.3 µM] | ? | . | . | . | ? | -4.7%
Cc1cc(OCCCn2ccnc2)cc(C)c1Cl | ? | 0.3% | -6.0% | -1.1% | 3.8%[10 µM] | -0.7% | 4.2% | -2.1%
C=CCSc1nnc(NC(=O)c2ccc(NC(C)=O)cc2)s1 | -4.3% | 10.2% | -14.8% | -3.5% | 16.8%[10 µM] | -5.9% | -4.3% | -10.9%
Cc1cc2c(s1)c1cnn(CC(=O)NCCc3ccccc3)c(=O)c1n2C | 1.0% | -3.1% | -2.0% | -5.5% | -3.6% | -6.5% | 5.4% | ?
CC(=O)c1cccc(NC(=O)NCc2ccco2)c1 | 0.8% | 1.8% | -8.0% | 5.5% | 3.5% | 0.6% | -0.2% | -19.0%
O=C(Nc1ccon1)c1ccc(N2CCCCC2)c([N+](=O)[O-])c1 | -10.0% | -4.1% | -16.3% | . | ? | -0.8% | -1.7% | ?
CC(=O)NCC1CCCN(Cc2cn(-c3ccccc3F)nc2-c2cc(C)sc2C)C1 (stereo unspecified) | ? | 14.5% | -1.0% | 4.1% | -7.2%[10 µM] | 3.6% | 1.2% | -1.8%
COc1ccc(-n2c(Cc3cccn3C)nnc2SCC(=O)Nc2ccc(C(C)=O)cc2)cc1 | -12.6% | 1.3% | -19.0% | -1.3% | -18.8% | 3.7% | ? | -4.5%
CCOC(=O)C1(Cc2cccc(F)c2)CCN(Cc2ccon2)CC1 | . | -4.6% | -3.1% | 2.4% | 0.2%[10 µM] | 6.6% | -5.5% | -0.7%
O=C(CSc1nc(O)c(C2CCCCC2)c(=O)[nH]1)NCC1CCCO1 (stereo unspecified) | -0.3% | -21.1% | -28.8% | -4.4% | -85.0%[inhibitor] | -4.2% | -7.0% | ?
COc1ccc(N(C)S(=O)(=O)c2cccc(C(=O)NC3CCCCC3C)c2)cc1 (stereo unspecified) | -5.5% | -18.3% | -11.8% | 1.6% | . | -4.0% | -0.6% | -4.7%
COc1ccc(CCN=c2c([N+](=O)[O-])nn(-c3cccc(C)c3)n2O)cc1OC | -1.6% | -1.4% | -7.7% | -0.6% | -78.4%[inhibitor] | -4.0% | 7.4% | ?
CN(CC1CCCO1)S(=O)(=O)c1ccc(C(=O)Nc2ccc3c(c2)OCO3)cc1 (stereo unspecified) | 0.8% | 6.6% | -18.3% | 4.2% | -11.5% | 2.4% | 6.0% | -12.7%
